# AmpC inh det: blocks E. coli AmpC beta-lactamase in presence of detergent | 71,000 compounds, 0.09% hits | Potency, µM (titrated, usually from 28.7 µM), for the others: at the highest dose activity change, negative = inhibition | purified AmpC, nitrocefin hydrolysis with detergent | AID 584; active = well fitted curve in the direction sought with a large enough effect
# Target sequence (P00811 whole entry, looked up): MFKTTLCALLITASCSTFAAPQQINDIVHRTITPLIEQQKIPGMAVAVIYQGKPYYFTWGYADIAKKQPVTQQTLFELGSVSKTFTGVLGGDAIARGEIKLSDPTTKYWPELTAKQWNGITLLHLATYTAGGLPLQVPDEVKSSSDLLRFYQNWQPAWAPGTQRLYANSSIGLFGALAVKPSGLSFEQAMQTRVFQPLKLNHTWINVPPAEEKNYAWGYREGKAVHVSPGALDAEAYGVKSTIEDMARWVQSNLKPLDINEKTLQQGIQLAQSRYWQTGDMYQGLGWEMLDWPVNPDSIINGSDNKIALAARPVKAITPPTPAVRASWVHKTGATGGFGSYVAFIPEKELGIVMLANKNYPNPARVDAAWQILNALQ
#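 E. coli AmpC (5.3 nM) in 20 mM phosphate pH 7.0 with 0.01% Triton X-100, preincubated 15 min RT with compound; nitrocefin (2 uL of 800 uM stock) hydrolysis followed by 480 nm absorbance every 20 s over 4 min.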
# Numbers without * were called inactive; & = joins results of further samples; [ ] = another dose, or the depositor's remark. % is set by controls: 0 for no effect and ±100 for the full control effect; potency is the fitted concentration of half-maximal effect. Not all compounds are listed; count on the stated rates, not on these rows.
SMILES,AmpC inh det
CN1c2ccccc2C(C)(C)C12CCCC(=O)N2 (stereo unspecified),0%
O=C(CCCc1nc(-c2ccccc2)no1)N1CCOCC1,-2%
CCCOc1ccc2c(C)c(CC(=O)OC)c(=O)oc2c1,-2%
Cc1nn(CC(=O)Nc2cccnc2N2CCOCC2)c(=O)c2ccccc12,-3%
c1ccc(Cn2nnc3c(N4CCC5(CC4)OCCO5)ncnc32)cc1,8%
C=CC(=O)NC(C)C,9%
O=C(NC1CCCCC1)C1CCN(C(=O)NCc2ccccc2)CC1,0%
CC(C)(C)C(=O)COC(=O)c1ccc(O)cc1,-1%
Cn1c(C(=O)NCCCN2CCCC2=O)cc2c(=O)n3ccccc3nc21,0%
CCOc1ccccc1OCC(=O)OCC(=O)Nc1ncc(Cl)cc1Cl,-6%
O=S1(=O)N[C@H]2CC[C@@H]3NS(=O)(=O)N[C@H]4CC[C@H](N1)N4S(=O)(=O)N23,0%[5.75 µM]
O=C(Cc1c(O)c2ccccc2[nH]c1=O)NCc1cccc(F)c1,9%
CC(=O)OCCN(CCOC(C)=O)c1c(C)[nH]c(=O)[nH]c1=O,6%
CCOC(=O)c1cnn(-c2nc(-c3ccccc3)nc3c2COC(C)(C)C3)c1N,1%
CCOC(=O)N1CCC(NC(=O)c2cc(C(=O)Nc3ccc(OCC)cc3)ccc2CO)CC1,2%
c1ccc2c(c1)C(=Nc1ccc(N=C3c4ccccc4-c4ccccc43)cc1)c1ccccc1-2,-4%[5.75 µM]
CC=C(Cl)Cl,9%
COCC(=O)NCc1nc2ccccc2[nH]1,-2%
O=C(Cc1c(F)cccc1Cl)N1CCCC1,-4%
CN1C[N+]([O-])=C(c2ccccc2)C1(C)C,5%
CC(NC(=O)c1cccnc1)C(=O)N1CCCCC1 (stereo unspecified),-2%
CCOC(=O)COc1ccc(CCNC(C)=O)cc1,-6%
Cc1ccc(CCNC(=O)CCNS(=O)(=O)c2ccc3c(c2)oc(=O)n3C)cc1,-1%
CCN(CC)C(=O)N1CCC(NC(=O)Cc2ccccc2)CC1,-4%
CCCCn1c(NC(=O)c2ccc(F)cc2)c(C#N)c2nc3ccccc3nc21,6%
Fc1ccc(-n2cnnn2)c(F)c1,-1%
CS(=O)(=O)N(Cc1ccc(C(=O)NC2CCCCC2O)cc1)c1ccccc1 (stereo unspecified),7%
O=C(c1cccc2ccccc12)N1CCN(c2ccccc2F)CC1,0%
O=C(CSc1nnc(SCC(=O)c2ccco2)s1)c1ccco1,6%
Cn1c(=O)[nH]c(=O)c2c1nc1n2CCCN1CCc1ccccc1,-6%
COC(=O)c1cnn2c(C(F)(F)F)cc(-c3ccc(F)cc3)nc12,12%
CCOC(=O)c1c(O)c2c(n(Cc3ccco3)c1=O)CCCC2,-2%
CCc1ccc(C(=O)COC(=O)CNC(=O)c2ccco2)cc1,6%
O=C(O)c1cc(NCc2ccccc2C(F)(F)F)ccc1N1CCOCC1,-2%
C/C=C/COC(=O)c1[nH]c2c(c1C)C(=O)CC(c1ccco1)C2 (stereo unspecified),3%
COc1ccc(-n2nnc3c(=O)n(CC(=O)N4CCCC4)cnc32)cc1,-2%
Cc1ccc(S(=O)(=O)N2CCCC2C(=O)NCCc2nc3ccccc3[nH]2)cc1 (stereo unspecified),-3%
O=C(Nc1cccc(C(F)(F)F)c1)c1cccnc1N1CCN(CCO)CC1,0%
CNc1cc(-c2ccccc2CN(C)C)ncn1,9%
N#CCSc1nc2ccc(N3CCCCC3)cc2c(=O)n1Cc1ccccc1,-3%
Cc1ccc(SCc2[nH]nc3c2C2(C(=O)N(C)c4ccccc42)C(C#N)=C(N)O3)cc1 (stereo unspecified),-1%
CN(C)C(=O)c1ccc(NC(=O)c2cncc(Br)c2)cc1,-4%
CCn1c(C)cc(=S)c2ccccc21,-7%
O=C1OC2(CCCCC2)OC(=O)C1=CNc1ccc2c(c1)OCO2,-2%
C=CCOc1cccc(C2C(C(=O)c3ccc(C)o3)=C(O)C(=O)N2c2nccs2)c1 (stereo unspecified),-1%
CCOC(=O)CSc1nc2cccnc2n1-c1ccc(F)cc1,-1%
C=CCn1c(SCCCc2ccccc2)nc2c1c(=O)[nH]c(=O)n2C,10%
COCCNC(=O)c1ccc(CS(=O)(=O)c2c(Cl)cccc2Cl)o1,7%
O=C(c1cccc(F)c1)N1CCN(S(=O)(=O)c2ccc(C(F)(F)F)cc2)CC1,11%
COc1ccc(Cl)cc1-c1nc(-c2ccncc2)no1,-4%
Cc1cc(=O)n(-c2ccc(O)cc2)[nH]1,-3%
Cc1nc2nc(C)c(CCC(=O)NCCC3=CCCCC3)c(C)n2n1,-3%
O=C(CN1C(=O)C2C3c4ccccc4C(c4ccccc43)C2C1=O)N1CCOCC1 (stereo unspecified),-3%
Nc1nc(Cc2ccccc2)nc(Cc2ccccc2)c1-c1ccccc1,-2%[5.75 µM]
CCOC(=O)N1CCN(C(=O)CCc2nc3sc4c(c3c(=O)[nH]2)CCCC4)CC1,0%
COC(=O)[C@@]1(Cc2ccc(F)cc2)[C@H]2c3cc(C(=O)N(C)C)n(Cc4cc(F)c(F)c(F)c4)c3C[C@H]2CN1C(=O)c1ccccc1,3%
O=C(c1nn(Cc2ccccc2)c(=O)c2ccccc12)N1CCN(c2ccccn2)CC1,-2%
CC1CCCC(NC(=O)COC(=O)Cc2cn3ccsc3n2)C1C (stereo unspecified),0%
CS(=O)(=O)Nc1ccc(Nc2c3ccccc3nc3ccccc23)cc1,-4%[5.75 µM]
CCc1nnc(NC(=O)CCC(=O)N2CCN(Cc3ccc(Cl)cc3)CC2)s1,9%

# Continued (3 carried over from the part before).
SMILES,AmpC inh det
CC1CCCC(NC(=O)COC(=O)Cc2cn3ccsc3n2)C1C (stereo unspecified),0%
CS(=O)(=O)Nc1ccc(Nc2c3ccccc3nc3ccccc23)cc1,-4%[5.75 µM]
CCc1nnc(NC(=O)CCC(=O)N2CCN(Cc3ccc(Cl)cc3)CC2)s1,9%
CCOC(=O)C(NS(=O)(=O)c1ccc(Br)cc1)C(C)C (stereo unspecified),-1%
Cc1cc(NC(=O)c2noc3c2CCCCC3)no1,-2%
O=C1CN(C(=O)c2ccco2)C(c2ccccc2)c2cc(Cl)ccc2N1 (stereo unspecified),-1%
CN(C)c1ccc(NC(=O)Cn2c(=O)n(Cc3ccccc3)c(=O)c3ccccc32)cc1,-1%
Cn1c(COc2ccccc2)nnc1SCCSc1nnc(COc2ccccc2)n1C,2%
CC1(C)Cc2c(sc3nc(-c4cc5ccccc5o4)n(N)c(=O)c23)CO1,-2%
O=C(Nc1nccs1)c1ccc(Cl)c(S(=O)(=O)N2CCOCC2)c1,0%
COc1ccc(-c2nc(NC(=O)C3CCN(c4nc5ccccc5o4)CC3)sc2C)cc1,-5%
CCOC(=O)COc1ccc2c3c(c(=O)oc2c1C)CCC3,-5%
CCn1c(Cc2ccccc2)nnc1SCC(=O)Nc1ccc(N2CCOCC2)c(Cl)c1,-3%
CC1(C)CN=C(Nc2nc3ccccc3s2)S1,-2%
Cc1[nH]n2c(=O)cc(Cc3ccccc3)nc2c1C#N,-4%
COc1cccc(CN=CC2=C(O)CC(C)(C)CC2=O)c1OC,5%
COCCn1c(-c2cc(OC)c(OC)c(OC)c2)nc2nc3ccccc3nc21,13%
CC(C)OC(=O)CSc1nnc2n1C(C)(C)Cc1ccccc1-2,22%
CCOC(=O)N1CCC(N2Cc3cccc(C(=O)NCc4ccccc4OC)c3C2=O)CC1,-1%
O=C(Nc1cnn(Cc2ccccc2)c1)c1nc2ncccn2n1,4%
Cc1ccc2c(c1)c1c3n2CCN=C3CCC1,-2%
CCOC(=O)c1nnn(CC(=O)Nc2cccc(OC)c2)c1C(=O)OCC,-3%
CN(Cc1nnc(SCC(=O)NCCc2ccccc2)n1C)S(=O)(=O)c1ccccc1,-4%
Cc1sc(NC(=O)CN2CCN(c3ccccn3)CC2)c(C#N)c1C,-3%
O=C(C1CC1)N1CCc2cc(S(=O)(=O)NCC3COc4ccccc4O3)ccc21 (stereo unspecified),-6%
O=C1CC(N2CCN(c3cccc(C(F)(F)F)c3)CC2)C(=O)N1c1ccccc1 (stereo unspecified),6%
CC(C)CN(C(=O)COC(=O)C12CC3CC(CC(O)(C3)C1)C2)C1CCS(=O)(=O)C1 (stereo unspecified),8%
Cc1cc(NC(=O)CCCC(=O)NCc2cccs2)no1,-8%
O=C(NCCO)C(c1ccccc1)c1ccccc1,7%
CSC1=NCCN1C(=O)c1ccc(S(=O)(=O)N(C)C)cc1,7%
Cc1cccc(N(CC(=O)Nc2c(C)n(C)n(-c3ccccc3)c2=O)S(C)(=O)=O)c1,3%
CS(=O)(=O)NCCSCc1ccccc1,-4%
CC1(C)N=C(N)N=C(N)N1CCCCc1ccccc1,-3%[5.75 µM]
CC(C)NC(=O)CSCc1ccccc1Cl,-3%
Cc1nc(-c2ccccc2)c(Cc2ccccc2O)c(=O)[nH]1,-3%[5.75 µM]
CCCCn1c(N)c(Sc2ccc(C)cc2)c(=O)[nH]c1=O,0%
CCCCc1cc2ccccc2c(OCCN(C)C)n1,1%[12.8 µM]
CCOc1ccc(C2CC(c3cccc(OC)c3)n3nc(N)nc3N2)cc1 (stereo unspecified),7%
N#CC1=C(O)CCCn2c1nc1ccccc1c2=O,0%
Clc1ccccc1OCCCCN1CCCC1,0%
NC(Cc1ccc2nonc2c1)C(=O)O (stereo unspecified),10%
CCN(CCCNC(=O)c1[nH]c(C)c(C(C)=O)c1C)c1ccccc1,-1%
C=CCNC(=O)c1cc(=O)c2ccccc2o1,0%
CCOC(=O)C1CCN(C(=O)c2ccc(OC)cc2OC)CC1,7%
CCOc1cccc(-c2cc(=O)[nH][nH]2)c1,-3%
COc1cc(C)ccc1NC(=O)c1ccc(S(=O)(=O)N2CCOCC2)cc1,-2%
COc1ccc2[nH]c(=S)[nH]c2c1,-4%
CN1[C@@H]2CC[C@H]1CC(OC(=O)c1cc(Cl)cc(Cl)c1)C2 (stereo partly specified),1%&-3%
COC(=O)c1[nH]c(C)c(/C(O)=C2\C(=O)C(=O)N(CCN3CCOCC3)C2c2cccs2)c1C (stereo unspecified),12%
O=c1c(-c2ccc(F)cc2)nc2cncnc2n1Cc1ccccc1,13%
CC(=O)C(C)Oc1ccc2c3c(c(=O)oc2c1C)CCCC3 (stereo unspecified),0%
O=C(CSc1c2c(nc3ccc(Cl)cc13)CCCC2)N1CCN(C(=O)c2ccco2)CC1,-5%
CSc1nc2sc3c(c2c(=O)n1C)CCC(C)C3 (stereo unspecified),9%
CC1(C)OC(C(=O)NC2CCCCC2)C(C(=O)NC2CCCCC2)O1 (stereo unspecified),-4%
Clc1ccc(Cl)c2sc(N3CCCC3)nc12,22%
Cc1ccc2cc(CN(CC3CCCO3)C(=O)NC3CCCCC3)c(=O)[nH]c2c1C (stereo unspecified),10%
Cc1nc(NCc2ccccc2)c2nc(-c3ccccc3)n(CCN3CCOCC3)c2n1,7%
S=C(S)NCCN1CCNCC1,-3%[5.75 µM]
O=C(c1csnn1)N1CCC2(CC1)CN(c1cccc(-c3ccccc3)c1)C2,-2%
CC1(C)CC(=O)C2=C(C1)OC(c1cccs1)C(C#N)=C2N (stereo unspecified),-2%
N#CCSc1nnc(-c2ccccc2O)n1CCc1ccccc1,-2%
O=C(CSc1ccc(Cl)cc1)NC1CCCC1,2%
CCCC(c1nnnn1C1CCCCC1)N1CCN(c2ncccn2)CC1 (stereo unspecified),1%

# Next section
SMILES,AmpC inh det
CC(C)(C)c1cc(CNC2CS(=O)(=O)C[C@@H]2O)cc(C(C)(C)C)c1O (stereo partly specified),17%
COC(=O)c1ccc2c(c1)NC(=O)C(N1CCCCC1)S2 (stereo unspecified),-6%
CC1CCc2cc(F)ccc2N1C(=O)CN1C(=O)c2ccccc2C1=O (stereo unspecified),-2%
Cc1cc(C)c2c(=O)n(-c3ccccc3)[nH]c2n1,-7%
O=C(O)c1ccccc1C(=O)O,22%
CCOc1ccc(NC(=O)CN2CCN(CC(=O)Nc3ccc4c(c3)OCO4)CC2)cc1,0%
CCc1nc2cc(Cl)c(Cl)cc2[nH]1,-6%
CC(C)NC(=O)c1ccc2c(=O)n(C3CCCC3)c(=S)[nH]c2c1,1%
CCCOC(=O)Nc1ccc(C(N)=O)cc1,0%
Cc1ccc2c(c1)N(CC(=O)N1CCN(c3nc4ccccc4s3)CC1)C(=O)C(C)O2 (stereo unspecified),6%
CC(C)(C)c1nnc2sc(SCC(=O)N3CCCc4ccccc43)nn2c1=O,-3%
O=C1c2[nH]nc(-c3ccccc3O)c2C(c2ccccc2)N1Cc1ccco1 (stereo unspecified),-8%
O=C(C1CCCN(S(=O)(=O)c2ccccc2)C1)N1CCCc2ccccc21 (stereo unspecified),12%
O=C(CCSCCC(=O)NCCN1CCOCC1)NCCN1CCOCC1,8%

# Structures listed so far that contain an aryl thioether with sulfur outside any ring, in the order listed:
SMILES,AmpC inh det
O=C(CSc1nnc(SCC(=O)c2ccco2)s1)c1ccco1,6%
N#CCSc1nc2ccc(N3CCCCC3)cc2c(=O)n1Cc1ccccc1,-3%
Cc1ccc(SCc2[nH]nc3c2C2(C(=O)N(C)c4ccccc42)C(C#N)=C(N)O3)cc1 (stereo unspecified),-1%
CCOC(=O)CSc1nc2cccnc2n1-c1ccc(F)cc1,-1%
C=CCn1c(SCCCc2ccccc2)nc2c1c(=O)[nH]c(=O)n2C,10%
Cn1c(COc2ccccc2)nnc1SCCSc1nnc(COc2ccccc2)n1C,2%
CCn1c(Cc2ccccc2)nnc1SCC(=O)Nc1ccc(N2CCOCC2)c(Cl)c1,-3%
CC(C)OC(=O)CSc1nnc2n1C(C)(C)Cc1ccccc1-2,22%
CN(Cc1nnc(SCC(=O)NCCc2ccccc2)n1C)S(=O)(=O)c1ccccc1,-4%
CCCCn1c(N)c(Sc2ccc(C)cc2)c(=O)[nH]c1=O,0%
O=C(CSc1c2c(nc3ccc(Cl)cc13)CCCC2)N1CCN(C(=O)c2ccco2)CC1,-5%
CSc1nc2sc3c(c2c(=O)n1C)CCC(C)C3 (stereo unspecified),9%
N#CCSc1nnc(-c2ccccc2O)n1CCc1ccccc1,-2%
O=C(CSc1ccc(Cl)cc1)NC1CCCC1,2%
CC(C)(C)c1nnc2sc(SCC(=O)N3CCCc4ccccc43)nn2c1=O,-3%
